Source: PubChem BioAssay (several laboratories)
HTR5A ag ctr: HTR5A agonists in luminescence cell assay, primary screen, counter-screen for OPRM1-OPRD1 heterodimer agonist project, full-deck HTS; 5-hydroxytryptamine receptor 5A (Homo sapiens), P47898; cell-based; activation, % at 9.3 µM; 340,000 compounds, 0.61% hits; AID 504692, 2011; in the data active means activation mostly above about 9.5%, no sharp cut-off; inactive means mostly below about 7.6%;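 further: 0% = cells with vehicle only and 100% = reference agonist; strong numbers were not always called active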
OPRM1-OPRD1 ag: agonists of OPRM1-OPRD1 heterodimerization, primary screen, cell-based, luminescence | AID 504326, 2011 | Mu-type opioid receptor (Homo sapiens) + Delta-type opioid receptor (Homo sapiens), … | cells | 340,000 compounds, 0.3% hits | activation, % at 9.3 µM; in the data active means activation above about 18%;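 further: 0% = vehicle-treated cells and 100% = reference agonist; values of inactives mirror those of a sister screen read the other way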
Target sequence (P35372 whole entry, looked up): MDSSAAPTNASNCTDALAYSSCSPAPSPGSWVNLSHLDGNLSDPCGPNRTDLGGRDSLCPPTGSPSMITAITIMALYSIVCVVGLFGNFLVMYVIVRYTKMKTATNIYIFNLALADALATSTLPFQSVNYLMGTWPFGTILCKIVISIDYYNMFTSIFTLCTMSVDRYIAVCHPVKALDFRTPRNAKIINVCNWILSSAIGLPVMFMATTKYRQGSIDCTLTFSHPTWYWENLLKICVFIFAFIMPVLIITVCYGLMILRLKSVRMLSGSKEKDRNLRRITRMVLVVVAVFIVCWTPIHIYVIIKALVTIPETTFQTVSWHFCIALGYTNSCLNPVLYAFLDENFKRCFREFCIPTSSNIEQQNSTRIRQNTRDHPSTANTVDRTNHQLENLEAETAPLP
Target sequence (P41143 whole entry, looked up): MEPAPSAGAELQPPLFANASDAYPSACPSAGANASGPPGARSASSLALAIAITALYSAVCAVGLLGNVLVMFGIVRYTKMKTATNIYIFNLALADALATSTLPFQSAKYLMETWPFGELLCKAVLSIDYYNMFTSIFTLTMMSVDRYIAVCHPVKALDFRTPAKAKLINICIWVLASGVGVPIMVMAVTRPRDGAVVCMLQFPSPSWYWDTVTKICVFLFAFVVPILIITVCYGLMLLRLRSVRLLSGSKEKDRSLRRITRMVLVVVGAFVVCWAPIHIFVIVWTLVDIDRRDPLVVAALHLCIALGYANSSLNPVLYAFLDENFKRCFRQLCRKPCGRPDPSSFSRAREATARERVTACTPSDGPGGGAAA
Arr AP2 block: inhibitors of beta-arrestin/AP2 binding, primary screen, biochemical, GPCR trafficking, flow cytometry; beta-arrestin 1 C-terminal peptide binding to AP2 beta2-adaptin appendage (human); FITC-arrestin peptide / GST-AP2 beads; AP2 beta2 appendage carries R879A mutation; inhibition, % at 10 µM; 340,000 compounds, 0.31% hits; AID 504490, 2011;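 active means inhibition above a set limit, near 3 SD of compounds lacking own fluorescence, cut at about 54% in these data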;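 further: plate controls were DMSO wells for no effect and 5 µM unlabelled arrestin peptide for full effect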
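test system = AP2 appendage R879A on GSH beads | buffer or medium = PBS plus Tween 20 (0.05%) and BSA (0.1%) | incubation = 12 min plus 1 h, RT | detection = bead flow cytometry, FITC channel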
V-ATPase pH: regulators of yeast V-ATPase proton pumping, primary screen, pHLuorin cytosolic pH fluorescence | response, % at 10 µM | AID 504577, 2011 | S. cerevisiae | 350,000 compounds, 0.37% hits; in the data active means response mostly above about 7.3%, no sharp cut-off; inactive means mostly below about 5.4%; further: actives read high; inactives centre near 0; some compounds called inactive have numbers as strong as hits; reference of the scale not given here
PKA-R2B act: activators of PKA-R2B holoenzyme, primary screen, biochemical, fluorescence polarization, Cy5-IP20, human; cAMP-dependent protein kinase catalytic subunit beta (Homo sapiens) + cAMP-dependent …; PKA-R2B holoenzyme dissociation; R2B truncated from residue 108, S112A mutant; 0% DMSO only, 100% 113 µM cGMP; activation, % at 11.4 µM; 340,000 compounds, 0.079% hits;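 active means activation above a cutoff set at the mean over all compounds plus 3 SD, cut at about 18% in these data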;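 further: higher means more holoenzyme dissociation and a rise in polarization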
MOR-DOR inv ag: inverse agonists of MOR-DOR heterodimerization, primary screen, cell-based, luminescence; 340,000 compounds, 0.21% hits; inhibition, % at 9.3 µM; cell-based MOR-DOR heterodimer luminescence, inverse agonism; AID 504357, 2011; Mu-type opioid receptor (Homo sapiens) + Delta-type opioid receptor (Homo sapiens), …; in the data active means inhibition above about 22%, passing the limit was not always enough;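 further: 0% = cells with DMSO and 100% = wells without cells with DMSO; values of inactives mirror those of a sister screen read the other way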
DSG3 Ab inh: inhibitors of pemphigus antibody binding to DSG3, primary screen, biochemical, bead-based, flow cytometry, scFv-GFP; DSG3-coupled beads, scFv-anti-DSG3-GFP binding; hits give low values; binding (percent of control), % at 10 µM; 310,000 compounds, 0.48% hits;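 active means binding more than 3 SD below its plate's average and above zero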;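 further: hits lower antibody fragment binding to DSG3; some compounds called inactive have numbers as strong as hits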
HTR5A inv ctr: HTR5A inverse agonists in luminescence cell assay, primary screen, counter-screen for OPRM1-OPRD1 heterodimer inverse agonist project, full-deck HTS | HTR5A cell line, inverse agonism | AID 504634, 2011 | 340,000 compounds, 0.083% hits | inhibition, % at 9.3 µM; in the data active means inhibition mostly above about 23%, no sharp cut-off; inactive means mostly below about 18%;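 further: 0% = cells with DMSO and 100% = no-cell wells with DMSO; some compounds called inactive have numbers as strong as hits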
DAGLB inhibitor: DAGLB lipase inhibitors, primary screen, biochemical, fluorescence, HTS. Diacylglycerol lipase-beta (Homo sapiens), Q8NCG7. HEK293T DAGLB membrane lysate, EnzChek fluorogenic substrate. inhibition, % at 5.17 µM. 340,000 compounds, 0.059% hits; in the data active means inhibition above about 34%;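 further: 0% = enzyme with vehicle and 100% = wells lacking enzyme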
PKA-R1A act: activators of PKA-R1A holoenzyme, primary screen, biochemical, fluorescence polarization, Cy5-IP20, bovine R1A, mouse PKAc; 340,000 compounds, 0.083% hits; activation, % at 11.4 µM; PKA-R1A dissociation; scaled: DMSO 0%, 113 µM cGMP 100%; AID 504707, 2011; cAMP-dependent protein kinase type I-alpha regulatory subunit (Bos taurus) + …;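 active means percent activation above the mean of all tested compounds plus 3 SD, cut at about 19% in these data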;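 further: higher means more PKAc released from R1A so a rise in polarization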
Active calls of the source: *; . = no result given.

SMILES	HTR5A ag ctr	OPRM1-OPRD1 ag	Arr AP2 block	V-ATPase pH	PKA-R2B act	MOR-DOR inv ag	DSG3 Ab inh	HTR5A inv ctr	DAGLB inhibitor	PKA-R1A act
CCN1C(=O)[C@H]2[C@@H](c3ccc(Cl)cc3)N3C(=O)CN(CC4CC4)C(=O)[C@@]3(Cc3ccccc3)[C@H]2C1=O	9	-2.0	0	-1	-8	12	106	-24	-1	6
Cc1ccc(S(=O)Cc2ccc(C(=O)N3CCN(C(=O)c4ccco4)CC3)o2)cc1 (configuration not stated)	-4	-2.0	13	4	-1	10	103	22	-2	-5
COc1ccc(CONc2ncnc3nonc23)cc1[N+](=O)[O-]	-6	-0.9	-7	-1	-9	5	96	14	2	-2
Cc1c(C(=O)N(C)CCC#N)oc2ccc(S(=O)(=O)N3CCOCC3)cc12	5	-0.2	8	2	1	1	103	3	-1	7
CCN1C(=S)N[C@@H](CCc2ccccc2)C(C(=O)OC)=C1C	-1	0.8	-10	14	-12	-5	103	-27	0	5
Cc1cc(SCC(=O)NCCC2=CCCCC2)nc2ccccc12	-1	7.2	3	-3	-2	-38	112	-2	-8	-11
O=C(Cn1nnc2ccccc2c1=O)Nc1ccc2c(c1)CCC2	0	-0.7	17	2	-5	4	111	-7	2	-8
Cc1cc(C)cc(N(CCC#N)C(=O)CSC2=Nc3ccccc3C3CC=NN23)c1 (configuration not stated)	12*	1.8	-4	-1	-2	-8	.	-41	-1	5
COc1ccc(C/C(N)=N/OC(C)=O)cc1OC	1	-0.2	13	3	-6	1	106	-12	0	14
CCOC(=O)c1c(N)n[nH]c1-c1ccccc1	2	1.3	6	-3	-14	-8	106	-5	1	-5
O=c1oc(-c2ccccc2)nc2ccsc12	-1	-2.9	5	-1	-10	14	.	13	0	-7
Cc1cccc(N2CCN(C(=O)c3ccc4ccccc4c3)CC2C)c1 (configuration not stated)	1	3.2	-4	1	-10	-15	130	-5	-9	2
COc1ccccc1NC(=O)COc1coc(CN2CCN(c3ccccc3)CC2)cc1=O	7	1.6	4	-4	2	-11	108	-28	3	-3
CCCCOc1ccc(N(CC(=O)NC2CCCCC2)C(=O)CCC(=O)Nc2ccccn2)cc1	-1	-0.4	6	0	2	2	.	4	1	3
COC(=O)c1ccc(C2c3c(oc4ccccc4c3=O)C(=O)N2CCCN2CCOCC2)cc1 (configuration not stated)	-4	-1.4	2	-1	4	7	104	10	2	2

Some of these compounds in order of the PKA-R1A act value, ascending.
SMILES | PKA-R1A act
Cc1cc(SCC(=O)NCCC2=CCCCC2)nc2ccccc12 | -11
COc1ccccc1NC(=O)COc1coc(CN2CCN(c3ccccc3)CC2)cc1=O | -3
CCCCOc1ccc(N(CC(=O)NC2CCCCC2)C(=O)CCC(=O)Nc2ccccn2)cc1 | 3
CCN1C(=S)N[C@@H](CCc2ccccc2)C(C(=O)OC)=C1C | 5
CCN1C(=O)[C@H]2[C@@H](c3ccc(Cl)cc3)N3C(=O)CN(CC4CC4)C(=O)[C@@]3(Cc3ccccc3)[C@H]2C1=O | 6
Cc1c(C(=O)N(C)CCC#N)oc2ccc(S(=O)(=O)N3CCOCC3)cc12 | 7

Of the compounds above, these contain an aryl methoxy group.
SMILES	HTR5A ag ctr	OPRM1-OPRD1 ag	Arr AP2 block	V-ATPase pH	PKA-R2B act	MOR-DOR inv ag	DSG3 Ab inh	HTR5A inv ctr	DAGLB inhibitor	PKA-R1A act
COc1ccc(CONc2ncnc3nonc23)cc1[N+](=O)[O-]	-6	-0.9	-7	-1	-9	5	96	14	2	-2
COc1ccc(C/C(N)=N/OC(C)=O)cc1OC	1	-0.2	13	3	-6	1	106	-12	0	14
COc1ccccc1NC(=O)COc1coc(CN2CCN(c3ccccc3)CC2)cc1=O	7	1.6	4	-4	2	-11	108	-28	3	-3

Later entries.
SMILES	HTR5A ag ctr	OPRM1-OPRD1 ag	Arr AP2 block	V-ATPase pH	PKA-R2B act	MOR-DOR inv ag	DSG3 Ab inh	HTR5A inv ctr	DAGLB inhibitor	PKA-R1A act
COc1ccc(N2CCN(CC(=O)Nc3nc(C)cs3)CC2)cc1	3	-3.8	15	3	-5	18	98	-10	-4	1
CCOc1ccc(C(=O)NC(=S)NCc2cccnc2)cc1	5	-2.7	-8	-2	-11	12	102	-19	-3	-13
C=CCNC(=S)N/N=C(\C)c1ccc(OC)cc1	2	-0.7	-4	.	2	5	106	13	0	-3
O=c1ccc(-c2ccccc2)nn1Cc1ccc(F)cc1Cl	6	2.5	-1	1	3	-15	95	-25	1	-4
COc1ccc(-n2nnnc2S(=O)(=O)Cc2ccc(C(=O)O)cc2)cc1	-4	-5.3	-16	1	0	24	109	17	-1	-10
O=C(Nc1ccc2nc3n(c(=O)c2c1)CCCC3)c1cccnc1Cl	3	-1.1	-6	-2	4	6	.	-9	2	-4
Fc1ccccc1NC(=S)NNc1ncc(C(F)(F)F)cc1Cl	-8	-8.3	-2	-3	-2	44*	69	16	-2	-5
O=C1[C@H](c2ccccc2)[C@@H](c2ccccc2)N1c1ccncc1	1	-2.6	-23	-3	-2	13	95	-3	2	-3
Cc1ccc2c(c1)sc(=NC(=O)c1cccs1)n2C	6	0.2	-8	0	2	-1	106	4	-12	5
COc1ccc(NC(=O)/C=C/c2c(Cl)nc3ccccn23)cc1	0	-0.7	1	0	-3	5	99	-9	2	-9
CCN(CC)S(=O)(=O)c1cccc(-c2nnc(SC(C)C(=O)NCCC3=CCCCC3)o2)c1 (configuration not stated)	-4	-0.8	0	-3	-1	4	106	5	-4	-2
CC(C)(NC(=O)c1ccccc1)c1nc2ccccc2s1	2	-0.3	12	8	-3	2	99	-42	-7	2
CC1CCCCC1NC(=O)COc1ccccc1C#N (configuration not stated)	-1	-2.1	-1	1	10	8	108	3	0	-6
CC(=O)c1ccc(N2CCN(C(=O)c3cc(S(=O)(=O)N4CCOCC4)ccc3C)CC2)cc1	0	0.4	-14	-1	5	-2	.	0	-2	-11
O=C(Cn1cnc2c(oc3ccccc32)c1=O)NCC1CCCO1 (configuration not stated)	5	-1.0	8	1	-1	6	.	-12	-4	-12
COc1ccc(CNS(=O)(=O)CCNCc2ccco2)cc1	5	0.3	3	-1	-6	-2	103	-17	-2	-7
Cc1ccc(NC(=O)c2ccc(Cn3cc(Br)cn3)o2)cc1	-6	-0.1	9	-3	-3	1	.	11	-2	-11
COc1ccc(Nc2oc(COc3ccc(OC)cc3)nc2C#N)cc1	1	-0.1	5	1	-9	1	.	-3	-2	2
CCCCCn1c(N2CCCC2)nc2c1c(=O)n(C)c(=O)n2C	1	-0.6	-2	-1	-3	3	100	11	1	11
CCCC(=O)Nc1ccc(N2CCN(C(=O)c3cccs3)CC2)cc1	-4	-0.4	-2	-2	-12	2	72	11	-1	-13
S=c1[nH]nc(-c2ccc(Cl)cc2Cl)n1-c1ccc(Cl)cc1	-1	-0.8	8	1	-10	4	118	5	5	-4
O=C(/C=C/c1ccc2c(c1)S(=O)(=O)N(Cc1ccccc1)[C@H]2CC(=O)N1CCOCC1)N1CCOCC1	21	2.8	10	-1	-7	-16	99	-61	-3	0
CC(C)n1c(-c2ccc(C(C)(C)C)cc2)n[nH]c1=S	2	2.1	-3	-1	-12	-11	106	-3	0	-2
O=C(O)c1cc([N+](=O)[O-])ccc1N1CCCCC1	-3	-2.1	10	-2	-7	11	104	4	0	2
O=C(COc1ccc(Br)cc1Cl)N1CCN(c2ccccn2)CC1	-1	-1.9	2	-1	8	10	116	-5	-2	-15
COc1ccc(NC(=O)Nc2ccc(C)cc2Br)c(OC)c1	1	2.1	19	0	-9	-11	91	24	-2	-13
Cc1ccc(S(=O)(=O)Nc2ccccc2C(O)c2ccccc2)cc1 (configuration not stated)	5	3.6	0	3	-10	-17	96	-18	-5	9
Cc1ccc(N2CCCC2=O)cc1S(=O)(=O)N1CCOCC1	1	-2.0	-2	-4	-6	11	103	-6	-1	-7
O=C(NCCCN1CCOCC1)C(=O)NCC1OCCN1S(=O)(=O)c1ccc(F)cc1 (configuration not stated)	0	-1.7	13	2	5	9	112	10	-1	2
CCc1c(C)[nH]c(C(=O)OCc2ccccc2)c1C	4	14	-3	2	-5	-90	90	-9	-6	3
COc1ccc([C@H]2CC(=O)C=C(c3ccc(CO)cc3)C2)cc1	1	-2.3	-1	-1	-9	13	103	8	-3	4
Cc1ccc(NC(=S)NN(C)c2nc(C)cnc2C)cc1	-9	-3.3	37	-5	-11	20	99	23	-2	-3
COc1cc(/C(C)=N/NC(=O)C(O)(c2ccccc2)c2ccccc2)ccc1O	2	-3.6	-9	2	2	18	107	18	-1	-3
CC1CCCCN1S(=O)(=O)c1ccc2[nH]c(=O)cc(C(=O)NCCCN3CCCCCC3)c2c1 (configuration not stated)	0	-0.8	19	2	-11	4	97	12	-1	2
OC1(c2ccc(OC(F)F)cc2)CSC(=Nc2cccnc2)N1Cc1ccco1 (configuration not stated)	8	-0.7	1	-2	-6	3	105	20	0	-11
CCC(=O)Nc1nc(CC(=O)Nc2ccccc2)cs1	3	-3.4	-8	-2	-2	19	.	-10	0	-6
c1ccc(-c2cnc(SCCN3CCOCC3)n2CC2CCCO2)cc1 (configuration not stated)	0	-2.2	9	-3	-7	13	102	-3	0	0

Part of the list above in another layout:
Every second line gives: HTR5A ag ctr, OPRM1-OPRD1 ag, Arr AP2 block, V-ATPase pH, PKA-R2B act, MOR-DOR inv ag, DSG3 Ab inh, HTR5A inv ctr, DAGLB inhibitor, PKA-R1A act
> CC1CCCCN1S(=O)(=O)c1ccc2[nH]c(=O)cc(C(=O)NCCCN3CCCCCC3)c2c1 (configuration not stated)
 : 0, -0.8, 19, 2, -11, 4, 97, 12, -1, 2
> OC1(c2ccc(OC(F)F)cc2)CSC(=Nc2cccnc2)N1Cc1ccco1 (configuration not stated)
 : 8, -0.7, 1, -2, -6, 3, 105, 20, 0, -11

No enrichment for hits; any-hit rate near 2.4%.
